Screens from PubChem BioAssay.
HT1080-NT tox: kills 2HG-producing HT-1080-NT fibrosarcoma cells | Potency, µM (top dose mostly 46.1 µM), without a hit: at the top dose activity, negative = less viability, most hits filed as cytotoxic | HT-1080-NT fibrosarcoma viability, CellTiter-Glo ATP luminescence, 48 h | 360,000 compounds, 1.6% hits;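 further: NT is the 2HG producing partner of a matched IDH1 knockdown line; 0% = DMSO-treated cells and -100% = media-only wells without cells; nearly all actives have a fitted effect of over 55% in size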
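Viability by CellTiter-Glo luminescence after 48 h compound exposure at 37C of HT-1080-NT cells (750/well, RPMI, 5% FBS). % activity scaled between DMSO wells and medium-only wells, then curve-fitted and categorized by curve class.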
KB-V1 cytotox: kills drug-selected multidrug resistant KB-V1 cells | KB-V1 MDR cells viability, CellTiter-Glo, 72 h | Potency, µM (doses to about 46.1 µM), without a hit: at the highest dose activity change, negative = cytotoxicity, actives largely listed as cytotoxic | 400,000 compounds, 3.4% hits; further: on the % scale 0 is the no-effect control and ±100 the full control effect; nearly all actives have a fitted effect of over 60% in size
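Cells of the MDR subline KB-V1 are plated, dosed with compound at multiple concentrations, and incubated 72 h at 37 degrees C; CellTiter-Glo is then added and luminescence read after 10 min.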
GLP1R cytotox: cytotoxicity counter-screen for GLP-1 receptor inverse agonists; 410,000 compounds, 0.13% hits; Potency, µM (doses to about 38.3 µM), for inactives: at the top dose activity change, negative = inhibition, actives largely listed as inhibitors; HEK293 cAMP-luciferase reporter cells, luminescence, 24 h;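 further: loss of luciferase light is scored as toxicity; on the % scale 0 is the no-effect control and ±100 the full control effect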
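Luminescence readout: signal drop marks cytotoxicity. Plated cells grew 12 h at 37 °C, 5% CO2, received 23 nL compound for 24 h, then got luciferase reagent, read after 12 min at RT.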
GLP-1R inv ag: GLP-1 receptor (human) inverse agonism; 410,000 compounds, 1.6% hits; Potency, µM (doses to about 38.3 µM), for inactives: top-dose activity change, negative = inhibition, most hits filed as inhibitors; AID 624417; P43220; HEK293 GLP-1R CRE-luciferase, luminescence, 24 h; GLP-1R form is constitutively active; further: on the % scale 0 is the no-effect control and ±100 the full control effect; nearly all actives have a fitted effect of over 55% in size
Target sequence (P43220 whole entry, looked up): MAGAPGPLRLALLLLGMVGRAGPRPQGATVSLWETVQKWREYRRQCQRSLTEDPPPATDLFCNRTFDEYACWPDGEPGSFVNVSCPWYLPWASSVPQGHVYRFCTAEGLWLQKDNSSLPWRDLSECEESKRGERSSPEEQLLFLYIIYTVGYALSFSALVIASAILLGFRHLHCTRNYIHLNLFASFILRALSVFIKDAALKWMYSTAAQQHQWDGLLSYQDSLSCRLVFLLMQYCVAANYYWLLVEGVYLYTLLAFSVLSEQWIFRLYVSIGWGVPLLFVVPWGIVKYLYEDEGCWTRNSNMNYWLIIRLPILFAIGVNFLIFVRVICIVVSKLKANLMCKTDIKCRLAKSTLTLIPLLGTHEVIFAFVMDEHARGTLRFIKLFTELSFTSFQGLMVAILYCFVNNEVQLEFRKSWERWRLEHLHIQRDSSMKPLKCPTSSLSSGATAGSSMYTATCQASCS
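qHTS in 1536-well format: reporter HEK293 cells expressing constitutive GLP-1R activity in DMEM + 10% Nu serum, 24 hr with compounds at 37 deg C, luminescence read after 12 min with detection reagent.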
TDP43 rescue: rescues yeast growth from TDP-43 toxicity. TDP-43 expressing yeast growth rescue, BacTiter-Glo, 24 h. Potency, µM (doses to about 46.1 µM), for inactives: at the top dose growth rescue (activation), hits mostly activators. 410,000 compounds, 1.8% hits. AID 652104; further: % of control where 0% means no effect; nearly all actives have a fitted effect of over 50% in size
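Growth rescue of TDP-43-toxic yeast measured as ATP luminescence (BacTiter-Glo). Cells grown to mid-log in raffinose, induced in galactose at OD600=0.02, exposed to compound 24 hr at 30 deg C.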
SW480 rerep: inducers of DNA re-replication in SW480 colon cancer cells. AID 624297. 340,000 compounds, 1.8% hits. SW480 DNA re-replication, Hoechst DNA content imaging, 48 h. Potency, µM (highest dose often 46.1 µM), for inactives: top-dose re-replication activation, usual class: activators; further: % of control where 0% means no effect; nearly all actives have a fitted effect of over 55% in size
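DNA re-replication was detected as more nuclei of elevated Hoechst intensity after 48 hr exposure to compound (23 nL pinned per well of 250 cells).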
HT1080 IDH1KD tx: kills HT-1080 cells with IDH1 knockdown. HT-1080 IDH1 knockdown viability, ATP luminescence, 48 h. Potency, µM (highest dose often 46.1 µM), for the others: at the top dose activity, negative = toxicity, actives largely listed as cytotoxic. 360,000 compounds, 2% hits;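 further: 0% = DMSO wells and -100% = cell-free medium wells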
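CellTiter-Glo luminescence after 48 h compound exposure at 37 degrees C of IDH1-knockdown HT-1080 cells in 5% FBS RPMI. %Activity scaled between DMSO wells and cell-free media wells, with curves fitted and assigned curve classes.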
KB-3-1 tox: KB-3-1 parental cell cytotoxicity; AID 1347075; 400,000 compounds, 1.4% hits; KB-3-1 viability, CellTiter-Glo ATP luminescence, 72 h; Potency, µM (doses to about 46.1 µM), for inactives: top-dose activity change, negative = cytotoxic, actives largely listed as cytotoxic; further: on the % scale 0 is the no-effect control and ±100 the full control effect; nearly all actives have a fitted effect of over 60% in size
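72 h, 37 °C compound treatment of KB-3-1 parental cells; CellTiter-Glo added, 10 min, luminescence read. Data corrected against DMSO-only plates and normalized before curve fitting.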
GLP1R ag: agonists of human GLP-1 receptor; Potency, µM (doses to about 45.6 µM), without a hit: at the top dose activation, most hits filed as activators; P43220; HEK293 GLP-1R CRE-luciferase, luminescence, 4-6 h; cells express a hypersensitive GLP-1R form; 380,000 compounds, 0.007% hits; further: % of control where 0% means no effect
Numbers without * were called inactive; ? = inconclusive; nt = no result given; [ ] = dose if it differs, or a comment. The call rests on the fitted dose curve; in most records, active means well fitted curve in the direction sought with a large enough effect; inconclusive means small, poorly fitted or top-dose-only effect, or another doubt; inactive means no such curve, though single readings can be large; an effect the other way counts as inactive or inconclusive. Potency means the concentration at half of the fitted maximal effect.

SMILES	HT1080-NT tox	KB-V1 cytotox	GLP1R cytotox	GLP-1R inv ag	TDP43 rescue	SW480 rerep	HT1080 IDH1KD tx	KB-3-1 tox	GLP1R ag
Cc1ccc(C2C(C(=O)c3cc4ccccc4o3)=C(O)C(=O)N2c2cc(C)on2)cc1 (stereo not drawn)	2%	-26%	1%	-10%	-9%	?	-3%	-13%	0%
COCCn1c(=NC(=O)CSC(C)=O)sc2cc(F)ccc21	-9%	?	?	?	25%	-4%	-3%[9.24 µM]	3%	-5%
Cc1nc2ncnn2c(C)c1CCC(=O)NCc1ccccc1	-2%	-1%	4%	0%	-17%	0%	2%	-5%	-12%
COc1ccc(-c2nc(CS(=O)(=O)CC(=O)NC3CCCCCC3)c(C)o2)cc1	2%	0%	0%	8%	1%	2%	-4%	-17%	-4%
COc1ccc(NC(=O)c2c(OC)cccc2OC)c(OC)c1	-5%	-26%	-22%	0%	-15%	?	?	-9%	-4%
O=C(Nc1nc2ccc(F)cc2s1)C1CCCO1 (stereo not drawn)	3%	11%	2%	0%	12%	-3%	1%	-3%	-1%
CCOC(=O)c1oc2ccccc2c1NC(=O)CCl	-20%	-14%	-5%	18%	11%	?	?	-20%	10%
O=C(O)c1ccc2c(=O)n3c(nc2c1)/C(=C/c1ccccc1OC(F)F)CC3	-25%	6%	-32%	1%	14%	-14%	-9%	1%	-7%
CCCCC(=O)Oc1cc(C)[nH]c(=O)c1[N+](=O)[O-]	-4%	8%	-2%	1%	-9%	-7%	7%	3%	0%
Cc1ccc(C2/C(=C(/O)c3ccc(OC(C)C)cc3)C(=O)C(=O)N2CCN2CCOCC2)cc1 (stereo not drawn)	13%	0%	72%[activator]	-22%	-8%	0%	1%	0%	-2%
CCc1nnc(NC(=O)c2ccc(S(=O)(=O)N3CCCCC3C)cc2)s1 (stereo not drawn)	0%	-2%	1%	-12%	-18%	1%	10%[9.24 µM]	-12%	-1%
CC1=C(C(=O)Nc2ccccc2)C(c2ccco2)C(C#N)=C(SCC(=O)OC(C)C)N1 (stereo not drawn)	-17%	?	-6%	?	23%	19%	?	1%	-12%
COc1ccc2ccc(OC)c(/C=N/NC(=O)c3cc4ccccc4o3)c2c1	?	?	5%	?	?	nt	?	-24%	-2%
CCc1ccccc1NC(=O)CN1C(=O)c2cccnc2Oc2ccc(Cl)cc21	nt	-7%	11%	3%	18%	nt	nt	23%	nt
Cc1cc(NS(=O)(=O)c2ccc(NC(=O)CCN3C(=O)c4ccccc4C3=O)cc2)no1	11%	3%	5%	-10%	-10%	-5%	2%	3%	-6%
COc1ccc2nc(N3CCCC(O)C3)c(C#N)cc2c1 (stereo not drawn)	13%	21%	nt	12%	0%	-1%	15%	8%	3%
Cc1ccc(C2=[N+]([O-])C(C)(C)N(O)C2(C)C)cc1	1%	?	1%	22%	4%	-12%	10%	1%	7%
C=C(C)C1CC=C(C)/C(=N/NC(=O)c2ccoc2C)C1 (stereo not drawn)	13%	11%	-6%	-24%	4%	-2%	3%	0%	16%
NNC(=O)CSc1c(-c2cccs2)[nH]c2ccccc12	-8%	-3%	0%	-24%	-7%	8%	-16%	-2%	-4%
Brc1ccc(CSc2nnc(Cc3c[nH]c4ccccc34)o2)cc1	-5%	18µM*	-2%	?	8.9µM*	0%	-21%	-19%	-4%
O=C(Cn1cnc2c(oc3ccccc32)c1=O)NCCc1ccccc1	11%	1%	-9%	7%	-5%	-11%	?	5%	-4%
Cc1nn(C(=O)C(C)N2C(=O)c3ccccc3C2=O)c(C)c1Br (stereo not drawn)	9%	-8%	0%	6%	9%	-248%	9%	0%	-5%
O=C(Nc1c(F)cc(F)cc1Br)c1cc2nc(C(F)F)cc(C(F)F)n2n1	-12%	-4%	12%	?	13%	?	0%	3%	-7%
CC(=O)Nc1ccc(S(=O)(=O)NCC(=O)OCC(=O)NNC(=O)c2ccccc2)cc1	3%	0%	3%	1%	16%	-18%	-1%	3%	-3%
O=[N+]([O-])c1ccc(Sc2ccccn2)nc1	5%	?	1%	11%	-14%[1.82 µM]	-5%	-16%	15%	7%
(list continues)
SMILES	HT1080-NT tox	KB-V1 cytotox	GLP1R cytotox	GLP-1R inv ag	TDP43 rescue	SW480 rerep	HT1080 IDH1KD tx	KB-3-1 tox	GLP1R ag
O=C(NCCN1CCN(C(=O)c2cccs2)CC1)C(=O)Nc1ccc(Br)cc1	-15%	?	16%	-27%	-4%	4%	-23%	-1%	1%
COc1ccc(S(=O)(=O)Nc2cccc3c2O[C@H](CN(C)C(=O)Nc2ccc(C(F)(F)F)cc2)[C@@H](C)CN([C@H](C)CO)C3=O)cc1	-17%	0%	-10%	?	14%	1%	-18%	-5%	0%
COc1cccc(C2=NOC(C(=O)N3CCc4ccccc4C3)C2)c1 (stereo not drawn)	?	?	-19%	-17%	19%	21%	-12%	?	13%
CCOC(=O)C1CCCN(C(=O)C2CCCN(S(C)(=O)=O)C2)C1 (stereo not drawn)	6%	10%	5%	22%	-26%	1%	9%	0%	-6%
Cc1[nH]c2ccccc2c1C(=O)C(=O)NCc1ccncc1	15%	-12%	-22%	11%	?	-2%	21%	8%	-3%
Cc1ccc(C(=O)N2CCC3CC2c2cc(-c4ccc5c(c4)OCO5)ccc23)cc1 (stereo not drawn)	-16%	-8%	-4%	?	?	-44%[inhibitor][9.22 µM]	-12%	0%	3%
CN(C)CCN(C(=O)c1cccc(N2C(=O)CCC2=O)c1)c1nc2ccc(Br)cc2s1	1%	-3%	28%	?	-7%	-6%	-1%	0%	-19%
O=C(CSc1nnc(-c2ccc(Cl)cc2)o1)N1CCOCC1	3%	-11%	11%	-1%	28%	13%	4%	0%	11%
Cc1ccc(F)cc1NC(=O)Cn1c(C)cc(C)c(C#N)c1=O	nt	?	3%	12%	-4%	nt	nt	0%	nt
Cc1cccc(N=Cc2c(O)cc(C)oc2=O)c1	-2%	1%	5%	3%	5%	?	-3%	2%	3%
Cc1cc2c(cc1S(=O)(=O)CCC(=O)N1CCCCC1C)OCC(=O)N2 (stereo not drawn)	nt	-2%	-5%	16%	6%	nt	nt	21%	-2%
CCOC(=O)C1CCNC(=O)C1=O (stereo not drawn)	7%	9%	-1%	8%	-1%	-3%	1%	0%	1%
COc1ccc(-c2ccc(=O)n(CC(=O)Nc3ccc(C)cc3C)n2)cc1	nt	8%	2%	16%	24%	nt	nt	1%	nt
CC(C)Cc1cc(CN2CCC(CO)(Cc3cccc(C(F)(F)F)c3)CC2)[nH]n1	?	-11%	?	?	-15%	?	?	?	6%
CC/C(=N\NC(=O)c1c(C)nc2ccccn12)c1ccccc1	7%	-29%	9%	21%	3%	1%	12%	-2%	9%
CCc1nnc(NC(=O)CSc2nnc(-c3ccoc3C)n2-c2ccccc2)s1	3%	?	-19%	9%	-1%	0%	-1%	13%	10%
O=C(CSc1nnc2c(n1)[nH]c1ccccc12)OCc1ccccc1	10%	10%	-7%	-1%	9%	-2%	22%	6%	-16%
COc1ccccc1NC(=O)/C=C/c1ccc2c(c1)OCO2	?	?	?	?	26%	1%	-15%	?	2%
O=c1cc(N2CCN(c3ccccc3)CC2)[nH]c(=O)n1-c1ccccc1Cl	1%	-27%	1%	0%	-29%	-4%	?	4%	-14%
COc1ccc(-c2nnc(NC(=O)C3CC3)o2)cc1	10%	0%	-19%	-7%	2%[9.22 µM]	-14%	8%	15%	6%
COc1ccc(Cc2[nH]n3c(=O)cc(C(C)C)nc3c2-c2ccccc2)cc1	?	0%	?	?	-15%	10µM*	?	10µM*	18%
CCN1CCN(C(c2ccc(SC)cc2)c2c(O)cc(C)n(CCOC)c2=O)CC1 (stereo not drawn)	nt	4%	-9%	2%	-10%	nt	nt	0%	nt
CCOC(=O)c1sc(-c2cccc(C(F)(F)F)c2)nc1O	-13%	-1%	478%[activator]	-13%	-39%[inhibitor]	?	4%	?	-8%
CC(Oc1ccccc1F)C(=O)NNC(=O)c1ccc(-n2cncn2)c([N+](=O)[O-])c1 (stereo not drawn)	0%	-2%	-2%	44%[activator]	-22%	?	-6%	-7%	3%
COc1ccc(OCCCC(=O)OCC(=O)c2ccc3c(c2)NC(=O)CO3)cc1	11%	0%	0%	10%	-13%	-119%[inhibitor]	16%	12%	11%
COc1ccc(C(CNC(=O)c2cccc(S(=O)(=O)NCc3ccccc3)c2)N(C)C)cc1 (stereo not drawn)	-8%	12%	-1%	-26%	-3%	-9%	-9%	4%	2%
CCOP(=O)(OCC)C(Nc1ccccc1)c1ccccc1C(F)(F)F (stereo not drawn)	1%	-19%	-4%	?	11%	-1%	-4%	-4%	10%
O=S(=O)(NC1CCCCC1N1CCCCC1)c1ccccc1 (stereo not drawn)	7%	2%	-3%	-5%	1%	-11%	14%	0%	5%
COc1cccc(-c2nc(CS(=O)(=O)CC(=O)NCCc3ccccc3)c(C)o2)c1	7%	-12%	-6%	?	7%	-12%	-18%	-2%	17%

Exported with values under each structure: part of the list above
Each structure is followed by: HT1080-NT tox, KB-V1 cytotox, GLP1R cytotox, GLP-1R inv ag, TDP43 rescue, SW480 rerep, HT1080 IDH1KD tx, KB-3-1 tox, GLP1R ag
COc1ccc(C(CNC(=O)c2cccc(S(=O)(=O)NCc3ccccc3)c2)N(C)C)cc1 (stereo not drawn)
    -8%, 12%, -1%, -26%, -3%, -9%, -9%, 4%, 2%
CCOP(=O)(OCC)C(Nc1ccccc1)c1ccccc1C(F)(F)F (stereo not drawn)
    1%, -19%, -4%, ?, 11%, -1%, -4%, -4%, 10%

Sorted by the number under GLP1R ag (rising): 6 from the list above.
structure | GLP1R ag
O=C(CSc1nnc2c(n1)[nH]c1ccccc12)OCc1ccccc1 | -16%
COCCn1c(=NC(=O)CSC(C)=O)sc2cc(F)ccc21 | -5%
Brc1ccc(CSc2nnc(Cc3c[nH]c4ccccc34)o2)cc1 | -4%
COc1ccc(S(=O)(=O)Nc2cccc3c2O[C@H](CN(C)C(=O)Nc2ccc(C(F)(F)F)cc2)[C@@H](C)CN([C@H](C)CO)C3=O)cc1 | 0%
COc1ccc2nc(N3CCCC(O)C3)c(C#N)cc2c1 (stereo not drawn) | 3%
COc1cccc(C2=NOC(C(=O)N3CCc4ccccc4C3)C2)c1 (stereo not drawn) | 13%
